# HTR5A ag ctr: counter-screen for OPRM1-OPRD1 agonists: human HTR5A agonism; HTR5A agonist assay, luminescence, cell-based; activation, % at 9.3 µM; 340,000 compounds, 0.61% hits; AID 504692; in the data active = activation mostly above about 9.5%, no sharp cut-off; inactive = mostly below about 7.6%;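 note: 0% = cells with vehicle only and 100% = reference agonist; strong numbers were not always called active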
# Target sequence (P47898 whole entry, looked up): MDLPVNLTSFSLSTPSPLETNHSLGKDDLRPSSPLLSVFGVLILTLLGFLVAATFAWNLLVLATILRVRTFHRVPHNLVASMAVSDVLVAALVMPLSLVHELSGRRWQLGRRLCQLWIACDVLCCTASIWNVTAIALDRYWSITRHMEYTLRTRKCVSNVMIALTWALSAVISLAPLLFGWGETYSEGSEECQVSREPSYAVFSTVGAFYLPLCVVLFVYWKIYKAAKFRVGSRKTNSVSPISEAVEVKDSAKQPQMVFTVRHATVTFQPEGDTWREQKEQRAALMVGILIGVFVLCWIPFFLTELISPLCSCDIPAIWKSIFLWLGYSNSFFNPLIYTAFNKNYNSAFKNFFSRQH
# PvdQ acylase: blocks Pseudomonas aeruginosa PvdQ acylase activity | AID 488965 | 340,000 compounds, 0.063% hits | inhibition, % at 10 µM | purified PvdQ acylase, fluorescence plate reader; in the data active = inhibition above about 30%, passing the limit was not always enough;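 note: 0% = vehicle neutral wells and 100% = reference inhibitor wells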
# NSD2 HMT inh: blocks human histone methyltransferase NSD2; O96028; NSD2 peptide methylation, AlphaScreen, 120 min; inhibition, % at 12.5 µM; 310,000 compounds, 0.54% hits; in the data active = inhibition above about 50%
# Wnt act: activators of Wnt/beta-catenin signaling; activation, % at 9.35 µM; 300,000 compounds, 1.2% hits; Wnt/beta-catenin reporter cell assay, activator, plate reader; in the data active = activation above about 30%, passing the limit was not always enough;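 note: 0% = neutral control wells and 100% = positive control wells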
# MITF TRPM1 HTS: activators of MITF-driven TRPM1 promoter activity in SK-MEL-5 cells | SK-MEL-5 TRPM1-promoter luciferase, 24 h; % of positive control, neutral wells = 0 | activation, % at 12.5 µM | 300,000 compounds, 0.75% hits;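 active = mean activation of at least 80% with every replicate also reaching 80%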;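 note: 0% = neutral control wells and 100% = parthenolide positive control wells; values of inactives mirror those of a sister screen read the other way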
# V-ATPase pHluor: regulators of yeast V-ATPase proton transport; AID 504577; 350,000 compounds, 0.37% hits; S. cerevisiae, pHLuorin cytosolic pH fluorescence; response, % at 10 µM; in the data active = response mostly above about 7.3%, no sharp cut-off; inactive = mostly below about 5.4%; note: actives read high; inactives centre near 0; some compounds called inactive have numbers as strong as hits; reference of the scale not given here
# SR-BI DiI inh: mouse SR-BI HDL lipid transfer inhibition; ldlA[mSR-BI] CHO cells, DiI-HDL uptake fluorescence, 3 h; 320,000 compounds, 0.96% hits; inhibition, % at 12.5 µM; AID 488896; Q61009;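 active = mean replicate inhibition of at least 70% and a set share of replicates each scoring 70 or more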;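 note: 0% = median of neutral control wells and 100% = median of positive control wells; values of inactives mirror those of a sister screen read the other way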
# Target sequence (Q61009 whole entry, looked up): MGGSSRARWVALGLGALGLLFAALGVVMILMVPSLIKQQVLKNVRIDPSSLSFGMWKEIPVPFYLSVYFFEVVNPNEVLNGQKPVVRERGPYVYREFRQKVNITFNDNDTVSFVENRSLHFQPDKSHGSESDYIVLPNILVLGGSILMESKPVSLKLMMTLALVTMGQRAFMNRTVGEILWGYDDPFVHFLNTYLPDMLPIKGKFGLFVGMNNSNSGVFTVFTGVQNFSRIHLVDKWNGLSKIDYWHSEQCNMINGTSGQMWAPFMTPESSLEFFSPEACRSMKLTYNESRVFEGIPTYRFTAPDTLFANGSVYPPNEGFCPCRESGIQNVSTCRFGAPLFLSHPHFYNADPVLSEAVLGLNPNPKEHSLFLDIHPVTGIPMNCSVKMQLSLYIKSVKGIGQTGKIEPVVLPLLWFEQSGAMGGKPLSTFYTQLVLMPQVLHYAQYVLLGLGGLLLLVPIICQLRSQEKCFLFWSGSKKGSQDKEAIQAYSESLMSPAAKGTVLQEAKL
# dFosB activator: enhances mouse delta FosB homodimer DNA binding; activation, % at 25 µM; purified delta FosB, TAMRA-CDK5 oligo fluorescence polarization; percent of positive-control signal above neutral wells; 340,000 compounds, 0.99% hits; AID 493131; P13346;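 active = mean activation above about 17%, with every replicate also reaching it, limit read from the data, passing the limit was not always enough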;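 note: fluorescence polarization rise as delta FosB binds a TAMRA Cdk5 AP-1 oligo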
# CDK5 p35 inh: blocks human CDK5/p35 kinase activity | Q00535+Q15078 | Recombinant CDK5/p35, ADP-Glo luminescence, 60 min | inhibition, % at 10 µM | 330,000 compounds, 0.01% hits;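 active = highest replicate inhibition of at least 50% and at least 75% of replicates reaching 50%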;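 note: plate controls were DMSO neutral control for no effect and GW8510 at 10 µM for full effect; many of its hits are not listed in these tables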
# HTR5A inv ctr: counter-screen for OPRM1-OPRD1 inverse agonists: human HTR5A inverse agonism; inhibition, % at 9.3 µM; AID 504634; HTR5A cell line, luminescence; 340,000 compounds, 0.083% hits; P47898; in the data active = inhibition mostly above about 23%, no sharp cut-off; inactive = mostly below about 18%;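 note: 0% = cells with DMSO and 100% = no-cell wells with DMSO; some compounds called inactive have numbers as strong as hits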
# * marks the source's active call; other numbers are inactive results; · = not tested or not shown; & = joins results of further samples.
canonical_smiles	HTR5A ag ctr	PvdQ acylase	NSD2 HMT inh	Wnt act	MITF TRPM1 HTS	V-ATPase pHluor	SR-BI DiI inh	dFosB activator	CDK5 p35 inh	HTR5A inv ctr
NS(=O)(=O)c1ccc(-n2ncc3c(=O)[nH]c(SCC(=O)Nc4nccs4)nc32)cc1	4	2	·	-1	·	-2	-23	14	1.2	-12
C=CCn1c(SCC(=O)NC2CCS(=O)(=O)C2)nc2sc(CC)cc2c1=O (centres undefined)	-5	3	-1	·	0	2	-18	2	1.1	12
O=C(OCc1ccccn1)c1ccc(COc2ccccc2Cl)o1	1	-25	5	·	3	-2	-8	-7	-2.3	-9
COC(=O)c1ccc(OCC(O)CN2CCOCC2)cc1 (centres undefined)	-3	-27	-3	0	·	5	-7	6	0.9	12
CC(=O)Nc1ccccc1O	2	12	·	-1&0	-2	1	-5	-3	1.9	-8
COc1ccc(CC(=O)NNC(=O)c2ccco2)cc1OC	-1	6	-3	-5	0	0	·	-1	3.1	-8
CN(Cc1cnn(C)c1)C(=O)c1cc(COc2c(F)cccc2F)on1	7	-16	1	·	15	2	-11	5	0.2	-21
COC(=O)[C@H](CCSC)NC(=O)Cn1cnc2c(SC)nc(N)nc21	·	3	·	-4	-1	-3	-14	-2	-1.3	·
COc1ccc(N2CCN(Cc3nc4scc(-c5ccccc5)c4c(=O)[nH]3)CC2)cc1	6	7	8	-3	2	4	19	3	-0.4	-13
O=C(Cn1nc(-c2ccccc2F)ccc1=O)Nc1ccc(S(=O)(=O)N2CCCCCC2)cc1	0	-4	-1	-6	0	-1	7	0	-1.9	-21
Cc1ccc(/C=[N+](\[O-])c2ccccc2C)o1	-1	-5	-10	-1	5	-3	-21	2	-0.1	-11
O=C(NCc1cccs1)C1CCN(S(=O)(=O)c2cccs2)CC1	-1	-6	4	·	3	1	-4	-6	-1.1	-5
CCC(C)C(NC(N)=O)C(=O)Nc1ccc(OCc2ccccc2)cc1 (centres undefined)	1	-7	·	0	12	-1	29	43*	1.3	-4
Cc1cc(C)c2c(c1)N[C@H](c1cccs1)[C@@H]1CCO[C@H]21	0	-14	50*	-2	-5	-2	34	-3	-2.7	-36
Cc1cccc(C2CC3(CC(C)(C)NC(=S)N3)Oc3cc(O)ccc32)c1 (centres undefined)	·	2	-11	0	2	-1	61	-2	-0.1	·
CS(=O)(=O)c1ccc(Cl)c(NC(=O)COc2ccc3c(c2)CCC3)c1	2	-11	-3	-4	8	0	-2	-9	0.7	-5
Cc1ccc(S(=O)(=O)N2CCOC2CNC(=O)C(=O)NCCN(C)C)cc1 (centres undefined)	2	-12	0	0	-2	1	7	3	-0.1	-5
Cn1c(Cn2c(=O)sc3ccccc32)nnc1SCC(=O)NC1CCCC1	5	2	·	-1	-4	2	-5	-2	2.0	-14
O=C1CSC(=S)N1c1ccccc1	0	-9	-1	-5	0	4	-5	0	0.5	0
CC(/C=C/c1ccc(O)cc1)=N/O	-2	-13	0	·	32	3	-30	-4	14	4
O=C(CN1CCN(c2ccc(F)cc2)CC1)Nc1cccnc1Cl	0	-3	-1	4	18	-1	9	-5	-0.4	-1
Cn1c(SCC(=O)N2CCCCC2)nc2cccnc21	3	-4	2	-5	5	-1	-5	0	-0.3	-12
Cc1[nH][nH]c(=O)c1C(c1ccc([N+](=O)[O-])cc1)c1c(C)[nH][nH]c1=O	2	0	19	1	-11	-5	5	-4	0.3	-5
COc1ccc(C(=O)Nc2nc(-c3ccccc3)c(C(C)=O)s2)c(OC)c1	2	4	-6	-2	62	-1	21	32*	0.2	-1
O=C(COC(=O)CNC(=O)c1ccco1)Nc1ccc(Cl)cn1	0	-2	1	·	-7	-4	-25	3	6.4	-1
CN(C)C(CNC(=O)c1coc2ccccc2c1=O)c1ccccc1 (centres undefined)	0	-7	-7	20	-25	3	-15	-2	1.2	4
CN(CC(=O)Nc1cccc(F)c1)C(=O)c1cc(=O)[nH]c2ccccc12	1	2	0	-3	9	-2	-16	-8	0.2	-6
COc1cc(C(=O)Nc2oc(-c3ccccc3)c(-c3ccccc3)c2C#N)cc(OC)c1OC	-3	-5	0	·	·	-2	59	-5	-0.1	6
CC(=O)N(Cc1ccc(Cl)cc1)c1cnccn1	1	21	0	-1	-6	-1	-3	6	0.2	-3
CC[C@@]12C(=O)N(c3ccc(OC)cc3)C(=O)N1[C@H](c1ccc(Cl)cc1)[C@@H]1C(=O)N(C3CCCCC3)C(=O)[C@@H]12	-3	-10	·	0	7	-3	10	5	0.8	-14

# Part of the list above in another layout:
CC(=O)N(Cc1ccc(Cl)cc1)c1cnccn1
  HTR5A ag ctr = 1 | PvdQ acylase = 21 | NSD2 HMT inh = 0 | Wnt act = -1 | MITF TRPM1 HTS = -6 | V-ATPase pHluor = -1 | SR-BI DiI inh = -3 | dFosB activator = 6 | CDK5 p35 inh = 0.2 | HTR5A inv ctr = -3

CC(=O)Nc1ccccc1O
  HTR5A ag ctr = 2 | PvdQ acylase = 12 | NSD2 HMT inh = · | Wnt act = -1&0 | MITF TRPM1 HTS = -2 | V-ATPase pHluor = 1 | SR-BI DiI inh = -5 | dFosB activator = -3 | CDK5 p35 inh = 1.9 | HTR5A inv ctr = -8

Cn1c(Cn2c(=O)sc3ccccc32)nnc1SCC(=O)NC1CCCC1
  HTR5A ag ctr = 5 | PvdQ acylase = 2 | NSD2 HMT inh = · | Wnt act = -1 | MITF TRPM1 HTS = -4 | V-ATPase pHluor = 2 | SR-BI DiI inh = -5 | dFosB activator = -2 | CDK5 p35 inh = 2.0 | HTR5A inv ctr = -14

O=C(Cn1nc(-c2ccccc2F)ccc1=O)Nc1ccc(S(=O)(=O)N2CCCCCC2)cc1
  HTR5A ag ctr = 0 | PvdQ acylase = -4 | NSD2 HMT inh = -1 | Wnt act = -6 | MITF TRPM1 HTS = 0 | V-ATPase pHluor = -1 | SR-BI DiI inh = 7 | dFosB activator = 0 | CDK5 p35 inh = -1.9 | HTR5A inv ctr = -21

# Retrieved one by one from the list above:
canonical_smiles	HTR5A ag ctr	PvdQ acylase	NSD2 HMT inh	Wnt act	MITF TRPM1 HTS	V-ATPase pHluor	SR-BI DiI inh	dFosB activator	CDK5 p35 inh	HTR5A inv ctr
COc1ccc(C(=O)Nc2nc(-c3ccccc3)c(C(C)=O)s2)c(OC)c1	2	4	-6	-2	62	-1	21	32*	0.2	-1
CN(C)C(CNC(=O)c1coc2ccccc2c1=O)c1ccccc1 (centres undefined)	0	-7	-7	20	-25	3	-15	-2	1.2	4

# Additional compounds:
canonical_smiles	HTR5A ag ctr	PvdQ acylase	NSD2 HMT inh	Wnt act	MITF TRPM1 HTS	V-ATPase pHluor	SR-BI DiI inh	dFosB activator	CDK5 p35 inh	HTR5A inv ctr
COc1ccc(/C=N/NC(=O)c2ccc(CSc3nc(C)cc(C)n3)cc2)c(OC)c1OC	1	-9	-1	-4	-10	0	66	4	-0.2	-14
CC(C)OCCCn1c(SCC(=O)N2CCCC2=O)nc2ccccc2c1=O	4	-13	·	28	8	-1	-1	-4	-1.3	-6
Oc1cccc(NC(=S)N=Nc2c(O)[nH]c3ccc(Br)cc23)c1	-2	-2	67*	-2	11	-1	·	-6	2.1	-5
Cc1ccc(C)c(NC(=O)/C(C#N)=C/c2ccc[nH]2)c1	1	-14	-2	-1	-11	-2	-2	-3	-0.2	2
O=C(O)c1ccc2oc(=O)c(S(=O)(=O)c3ccccc3)cc2c1	7	-3	2	0	2	1	9	3	-2.1	-27
Cc1cccc2cc(C(c3nnnn3C(C)(C)C)N(Cc3ccco3)CC3CCCO3)c(=O)[nH]c12 (centres undefined)	-5	-5	8	·	-5	0	-16	-4	0.3	2
COc1ccc(CCN(C)C(=O)c2cc(=O)c3ccccc3o2)cc1OC	2	-12	2	0	16	-4	3	-3	-1.6	-18
Cc1ccccc1OCC(=O)NCC(=O)OCc1ccc(Br)cc1	-5	0	-4	3	0	-3	-10	-6	0.2	14
O=C1c2ccccc2NC(c2ccccc2)N1Cc1ccccc1 (centres undefined)	-2	-22	-3	-3	·	-2	-3	-3	-9.0	-18
Cc1cc(=O)[nH]c(SCC(=O)N2c3ccccc3CC2C)n1 (centres undefined)	-5	-8	-4	·	19	-4	-15	-12	-1.0	-25
O=C1NC(c2ccccc2)CCO1 (centres undefined)	1	13	·	-1	2	-5	-15	-3	-1.0	9
NNC(=O)c1cc2ccccc2[nH]1	7	1	2	0	-4	-1	-9	-2	-1.2	-41
O=[N+]([O-])c1cn(Cc2ccccc2)cn1	4	-10	-1	0	-4	0	8	5	·	6
CCCNC(=O)C(Cc1ccccc1F)NC(=O)c1ccccn1 (centres undefined)	1	2	·	9	-6	2	-12	-6	-1.7	1
NS(=O)(=O)c1ccc(NNC(=O)c2ccccc2C(=O)O)cc1	·	-9	-2	1	·	0	-11	-3	-0.3	·
Cc1ccc(CNc2cccnc2)cc1	0	-11	2	0	47	-7	7	4	-2.9	0
CNS(=O)(=O)c1cccc(C(=O)OCCCC(=O)c2ccccc2)c1	2	-11	0	0	4	0	-1	-4	1.1	-11
COc1ccc(C(C)=O)cc1CC(=O)NCCCn1ccnc1	6	-6	9	-1	-3	2	9	-2	-0.4	8
CCCn1c(SCCc2ccccc2)nc2c1c(=O)[nH]c(=O)n2C	0	15	2	-2	·	-2	37	-1	-0.2	1
CCOc1ccc(NC(=O)CNC(=O)c2ccc(OC)c(OC)c2)cc1	-3	1	-5	1	15	-2	0	-3	0.6	-2
Cc1ccc(OCC(=O)NCCNC(=O)c2ccco2)cc1	-1	-6	-2	1	4	5	·	2	-3.8	-15
O=C(CN1C(=O)c2ccccc2C1=O)OCc1nc2ccsc2c(=O)[nH]1	-2	-5	1	-3	7	1	-22	2	-0.1	6
O=C(Nc1ccccc1N1CCCCC1)c1cnccn1	-4	-3	1	-2	7	-3	56	2	3.1	-1
CCNC(=S)N1CCc2cc(OC)c(OC)cc2C1COc1ccc(OC)cc1 (centres undefined)	2	-8	1	0	8	-2	38	-8	1.2	-5
CCCCNc1ncnc2c1cnn2-c1ccccc1	5	-11	-8	2	26	2	29	2	1.0	-16
O=C(Nc1cccc2nsnc12)c1cc2c(cc1Cl)Sc1nccn1S2(=O)=O	0	-3	4	-4	5	5	8	-2	-5.5	-1
Cc1c(Cl)cccc1NS(=O)(=O)c1cccc2nsnc12	-3	-9	0	-2	-3	-1	2	0	-3.8	10
CCC(=O)N=C1SC2CS(=O)(=O)CC2N1c1cccc(OC)c1 (centres undefined)	4	-6	-9	-6	-6	0	-20	-4	·	0
COCCNC(=S)N(Cc1cccnc1)Cc1ccc(OC)c(OC)c1	4	18	31	·	3	1	-11	2	0.1	-13
COCCCNC(=O)c1ccc(Cn2c(=O)[nH]c3ccccc3c2=O)cc1	-3	-14	·	-2	·	2	29	-2	-2.3	9
CCN(CC)S(=O)(=O)N1CCC(C(=O)NCCC2=CCCCC2)CC1	-1	-11	34	0	12	1	17	-1	-3.1	4
Nc1ncc(Br)cc1S(=O)(=O)NC1CCCCC1	7	-10	1	0	1	0	·	-15	2.2	29

# Grouped by structure: the compounds so far with bromine (three)
canonical_smiles	HTR5A ag ctr	PvdQ acylase	NSD2 HMT inh	Wnt act	MITF TRPM1 HTS	V-ATPase pHluor	SR-BI DiI inh	dFosB activator	CDK5 p35 inh	HTR5A inv ctr
Oc1cccc(NC(=S)N=Nc2c(O)[nH]c3ccc(Br)cc23)c1	-2	-2	67*	-2	11	-1	·	-6	2.1	-5
Cc1ccccc1OCC(=O)NCC(=O)OCc1ccc(Br)cc1	-5	0	-4	3	0	-3	-10	-6	0.2	14
Nc1ncc(Br)cc1S(=O)(=O)NC1CCCCC1	7	-10	1	0	1	0	·	-15	2.2	29

# Bioassay records (PubChem BioAssay)
